Screening data: PubChem, several laboratories
TNAP activation fold = human TNAP enzyme activators, primary screen, biochemical, luminescent, no phosphate acceptor, uHTS (AID 1001) | purified TNAP, luminescent activation assay, no phosphate acceptor; higher activation fold means a stronger effect | 200,000 tested, 0.03% active | Alkaline phosphatase, tissue-nonspecific isozyme (Homo sapiens) | activation fold at 20 µM; hits with a dose series show EC50 in µM; in the data active means activation fold from about 3, or a potency from the dose series; inactive means the rest, 99 in 100 with activation fold below about 1.6; further: many of its hits are not listed in these tables
human PMI inhibition = inhibitors of human PMI, primary screen, biochemical, fluorescence intensity, coupled assay (AID 1209); one-dose inhibition, % at 20 µM; IC50 in µM for titrated hits; Mannose-6-phosphate isomerase (Homo sapiens); purified PMI enzyme, coupled fluorescence intensity; higher % means a stronger effect; 190,000 tested, 0.42% active; in the data active means inhibition above about 50%;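 further: plate controls were DMSO vehicle for no effect and wells lacking substrate for full effect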
T cell HTS = modulators of CD8 T cell-vesicle binding, primary screen, mouse 2C CD8+ T cells, flow cytometry; calls only at 7 µM; 330,000 tested, 0.068% active; 2C CD8+ T cell-vesicle binding; active compounds read low;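 active means response, share of CD8 T cells binding vesicles, and their 90th percentile fluorescence all below set limits, cut at about 80% in these data, passing the limit was not always enough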
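Also added: QL9-peptide-loaded Drosophila micro-vesicles bearing Ld, ICAM-1 and B7-1; Test system: purified 2C TCR transgenic mouse naive CD8+ T cells; Measured by: cytometric PE anti-B7-1 and Alexa647 anti-CD8 signals after 1% paraformaldehyde fixation; Timing: binding step 1.5 h, 37 °C, antibody labelling 20 min, ice.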
Myeloid diff MLP = induction of myeloid progenitor differentiation, primary screen, cell-based, flow cytometry, MLPCN library; ER-HoxA9 myeloid progenitors, lysozyme-GFP differentiation; calls only at 10 µM; 360,000 tested, 1% active; AID 624256, 2012;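 active means normalized GFP-positive differentiation at or above the plate's own cutoff, the solvent-only control mean plus 3 SD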;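 further: cells exposed to compound for four days before flow analysis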
bCat nuc transl = modulators of beta-catenin nuclear translocation, primary screen, imaging, HeLa cells, immunofluorescence, high-content; 190,000 tested, 0.3% active; AID 1665, 2009; nuclear translocation activity, % at 5 µM;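 active means nuclear translocation activity above 50% at 5 µM, with a well cell count of 50 or more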;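 further: per-cell ratio of nuclear to cytoplasmic median beta-catenin stain intensity; plate controls were DMSO negative control for no effect and GSK-3 inhibitor IX positive control for full effect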
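Test system: human HeLa cells, native beta-catenin. Compound dosing: 5 µM primary single dose, 0.1% DMSO, 0.02–20 µM confirmation series. Incubation: compound exposure 24 h at 37°C. Detection: beta-catenin immunostaining with DAPI counterstain, 20x imaging, 6 fields/well. Read-out basis: Nuclear/cytoplasmic beta-catenin signal ratio, % activation.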
MT stabilize HCS = microtubule stabilizers in HeLa cells, primary screen, imaging, high-content imaging; HeLa tubulin immunostaining HCS, 24 h; share of cells brighter than vehicle mean+2SD; % tubulin-high responders, % at 10 µM; 200,000 tested, 0.83% active; AID 2205, 2009;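 active means plate Z-score above 3 for both tubulin-high and condensed-nucleus cell shares, with cell loss under 80%, at 10 µM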;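 further: anti alpha tubulin signal scored within the nucleus-defined area of each cell; some results filed as inactive read as strong as hits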
Dynein transport = inhibitors of GR-EGFP nuclear translocation, primary screen, dynein cargo transport inhibitor project, imaging, high-content, 3617.4 mouse cells; z-score, hits read low; 220,000 tested, 0.47% active; test concentration mostly 20 µM; stimulated with dexamethasone, 1 µM; active compounds read low; AID 1381, 2008;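 active means plate z-score of nuclear minus cytoplasmic receptor signal below a set negative limit, without overly bright fluorescence or cell loss, cut at about -3.5 in these data, passing the limit was not always enough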;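 further: z-score of nuclear minus cytoplasmic ring GR-EGFP intensity difference per well; some compounds called inactive have numbers as strong as hits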
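Buffer or medium – tet-free medium with charcoal-stripped serum · Signal – automated 10x imaging of fixed Hoechst-stained cells · Also added – dexamethasone agonist, 1.0 µM final, for 30 min · Incubation – induction 48 h, compound 1 h, agonist 30 min · Read-out – GR-EGFP nuclear translocation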
Hep lipid drop = inhibitors of hepatocyte lipid droplet formation, primary screen, imaging, high-throughput imaging, BODIPY stain. 240,000 tested, 0.4% active. AML12 mouse hepatocytes, oleate lipid droplets. inhibition, % at 6.5 µM;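 active means lipid droplet intensity inhibited by at least 50%, with more than 500 cells counted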
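Assay system: AML12 hepatocytes (mouse) / Also added: 100 µM oleic acid challenge / Times: overnight treatment with compound plus oleate / Detection: high-content imaging of BODIPY-stained droplets and DAPI nuclei / Evaluation: % inhibition of lipid droplet signal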
Insulin prom up = insulin promoter activators in MIN6 cells, imaging, high-content screening, mouse beta cells. MIN6 insulin promoter-GFP reporter; active compounds read high. z-score at 5 µM. 190,000 tested, 0.3% active;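 active means z-score above 3 at 5 µM with at least 500 cells counted in the well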
Dynein transport cytoplasmic EGFP = further read-out of Dynein transport, marked with its call; z-score; measured here: cytoplasmic GR-EGFP intensity; active compounds read high
Dynein transport nuclear GR-EGFP = second read-out of Dynein transport, no call of its own (marks repeat the call); z-score; measured here: nuclear GR-EGFP intensity;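 lower value marks the stronger effect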
Dynein transport cell count = further read-out of Dynein transport, marked with its call; z-score; measured here: cell count per field
Insulin prom up cell count = second read-out of Insulin prom up, no call of its own (marks repeat the call); cell count; measured here: cytotoxicity, nuclei count;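 total cells summed across four imaged fields per well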
Hep lipid drop cells 6.5 µM = second read-out of Hep lipid drop, no call of its own (marks repeat the call); cell count; measured here: cell count, cytotoxicity flag;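 cells counted across two imaged fields per well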
bCat nuc transl cell count 5 µM = recorded beside bCat nuc transl, whose call it bears; cell count; measured here: cell count, cytotoxicity flag
T cell HTS vesicle-bound % = recorded beside T cell HTS, whose call it bears; double positive events, %; measured here: CD8+ vesicle-bound cell fraction;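 binding gate set so that unloaded-vesicle control wells show 10% double positive cells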
MT stabilize HCS Hoechst-high % = recorded beside MT stabilize HCS, whose call it bears; % Hoechst-high responders; measured here: nuclear condensation Hoechst responders;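 share of cells brighter than vehicle mean plus two SD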
MT stabilize HCS cytotoxicity % = recorded beside MT stabilize HCS, whose call it bears; toxicity, %; measured here: cytotoxicity by cell density;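 0% = mean cell density of plate MIN control wells and 100% = no cells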
Myeloid diff MLP GFP+ MAC1+ % = second read-out of Myeloid diff MLP, no call of its own (marks repeat the call); GFP+ MAC1+ double positive, %; measured here: differentiation confirmed by MAC1 staining
Active calls of the source: *; i = inactive; / = not tested or not shown; + = active, no number.

SMILES	TNAP activation fold	human PMI inhibition	T cell HTS	T cell HTS vesicle-bound %	Myeloid diff MLP	Myeloid diff MLP GFP+ MAC1+ %	bCat nuc transl	bCat nuc transl cell count 5 µM	MT stabilize HCS	MT stabilize HCS Hoechst-high %	MT stabilize HCS cytotoxicity %	Dynein transport	Dynein transport cytoplasmic EGFP	Dynein transport nuclear GR-EGFP	Dynein transport cell count	Hep lipid drop	Hep lipid drop cells 6.5 µM	Insulin prom up	Insulin prom up cell count
C/C(CC(=O)Nc1ccc(Cl)c(Cl)c1)=N\NC(=O)Cc1ccccc1	1.2	7.1%	i	50.1	i	1.1	0.7	902	4.7	1.8	8.8	-0.916	-0.328	-0.692	0.544	-2.9	627	-0.37	1374
CC(=O)c1ccc(NC(=S)N2C(C)CCCC2C)cc1 (stereo not drawn)	1.1	-3.2%	i	42.9	/	/	-2.5	1375	1.4	1.5	2.8	-0.585	-0.169	-0.407	0.231	/	/	0.2	1504
Cc1cc(NC(=O)CSc2ccc(-c3ccc4c(c3)OCO4)nn2)no1	1.1	-9.9%	i	44.4	/	/	-0.9	1152	3.0	0.8	6.6	1.28	-0.00524	0.986	-1.05	-8.2	666	0.64	1265
CC(=O)Nc1ccc(OC(=O)c2ccc(Cl)cc2)cc1	1.1	3.0%	i	38.3	i	0.6	3.4	494	2.5	4.0	7.1	0.265	-0.318	-0.143	0.396	23.0	742	-0.08	1165
COCCOC(=O)c1c(C)n(C)c2ccc(OC(=O)c3cccs3)cc12	1	-4.4%	i	39.6	i	1.7	-4.8	1014	4.5	1.4	7.2	0.0914	-0.152	0.282	0.362	/	/	-1.37	1386
COc1ccc(NC(=O)CSc2c(C)n[nH]c2C)cc1	1.1	-19.6%	i	60.2	i	10.2	3.0	1066	3.1	2.1	6.3	0.34	-0.187	0.503	0.0158	-3.2	731	-0.07	851
c1ccc(Oc2ccc(-c3ccnc4nc(N5CCN(c6ccccc6)CC5)nn34)cc2)cc1	1	5.8%	i	23.9	i	0.8	/	/	2.3	1.1	5.2	-2.17	0.811	-1.05	-0.586	/	/	/	/
CC(=O)c1ccc(NC(=S)NCCc2ccc(S(N)(=O)=O)cc2)cc1	1	3.9%	i	58.7	i	1.8	-3.9	1090	2.6	2.7	2.9	0.719	-0.306	0.602	-0.168	-4.4	744	-0.11	1088
CCOc1ccccc1N1CC(C(=O)Nc2ccc3c(c2)OCCO3)CC1=O (stereo not drawn)	1.1	-4.7%	i	57.2	i	0.9	0.1	1118	6.4	0.8	6.5	1.04	-0.322	0.0915	0.278	13.1	683	0.47	1352
O=C(NCc1n[nH]c(=S)n1-c1ccccc1)c1cccs1	1	-2.1%	i	33.2	i	0.2	-1.1	1155	1.8	2.3	3.5	0.0597	-0.233	0.168	0.714	5.9	726	0.09	1283
COCCn1nnnc1C(c1cc2cccc(C)c2[nH]c1=O)N1CCN(c2ccccc2F)CC1 (stereo not drawn)	1.1	-0.7%	i	44.2	i	0.8	-6.9	1170	6.9	1.7	4.8	0.00372	-0.209	0.358	0.0985	-5.8	762	-1.34	1174
Cc1ccccc1Cn1c2ccccc2c2cnn(CC(=O)NCc3ccco3)c(=O)c21	/	/	i	35.1	i	0.4	-0.1	1345	/	/	/	-0.823	0.469	0.0779	0.38	10.1	672	-0.15	1132
COc1ccc([N+](=O)[O-])cc1NC(=O)COC(=O)/C=C/c1ccco1	1.1	-0.7%	i	49.5	i	0.2	-2.4	548	3.0	3.6	4.4	-0.906	-0.257	-0.821	0.932	6.4	695	-0.03	1367
COC(=O)c1cc(NS(=O)(=O)c2ccc3c(c2)CCC(=O)N3)cc(C(=O)OC)c1	1.1	4.0%	i	26.3	+	17.6*	1.0	992	1.3	1.6	7.5	-0.873	-0.27	-0.192	0.901	26.7	650	-0.77	1947
COC(=O)c1c(NC(=O)CN2CCC3(O)CCCCC3C2c2ccc(OC)cc2OC)sc(C)c1C (stereo not drawn)	1.9	44.1%	i	50.5	i	0.8	1.8	1019	2.0	2.9	13.1	0.556	-0.194	0.339	-1.11	-5.2	578	0.67	1515

Quoted from the listing:
CC(=O)c1ccc(NC(=S)N2C(C)CCCC2C)cc1 (stereo not drawn) – MT stabilize HCS Hoechst-high %: 1.5
O=C(NCc1n[nH]c(=S)n1-c1ccccc1)c1cccs1 – Insulin prom up: 0.09

Further results follow.
SMILES	TNAP activation fold	human PMI inhibition	T cell HTS	T cell HTS vesicle-bound %	Myeloid diff MLP	Myeloid diff MLP GFP+ MAC1+ %	bCat nuc transl	bCat nuc transl cell count 5 µM	MT stabilize HCS	MT stabilize HCS Hoechst-high %	MT stabilize HCS cytotoxicity %	Dynein transport	Dynein transport cytoplasmic EGFP	Dynein transport nuclear GR-EGFP	Dynein transport cell count	Hep lipid drop	Hep lipid drop cells 6.5 µM	Insulin prom up	Insulin prom up cell count
Cc1cc(C)cc(C(=O)Nc2ccc3[nH]c(=O)[nH]c3c2)c1	1	2.6%	i	37.3	i	0.1	0.8	1015	3.6	3.5	5.7	-0.192	0.281	0.098	0.0401	-9.4	714	/	/
COc1ccc(Cl)cc1-c1nc(N)nc(N(C)C)n1	1.1	-3.0%	i	7.7	i	0.4	/	/	2.2	1.7	2.8	0.623	-0.328	0.219	-0.118	-13.2	664	-0.73	1387
CCN1CCN(c2c(Cl)cccc2NC(=O)c2ccc([N+](=O)[O-])cc2)CC1	1.1	-2.5%	i	47.9	i	0.3	-5.8	1074	2.1	1.1	6.7	-0.731	-0.166	-0.365	0.512	4.0	634	-0.29	1670
CC(=O)c1ccc(N(C(=O)c2ccco2)C(C(=O)NC2CCCC2)c2ccc(N3CCOCC3)cc2)cc1 (stereo not drawn)	1.1	6.3%	i	28.7	i	0.6	0.7	1556	4.8	1.5	5.4	0.574	-0.0905	0.521	-0.349	4.7	754	0.09	1353
Cc1cccnc1Sc1c([N+](=O)[O-])ncn1C	1	1.1%	i	33.8	i	1.5	0.6	1066	1.9	2.2	8.5	-1.33	-0.303	-0.477	0.233	-3.1	491	/	/
CCOc1ncccc1C(=O)N(C)CC(=O)Nc1ccccc1SC	1	4.3%	i	27.6	i	1.4	-1.9	1178	1.6	3.5	6.9	0.159	-0.14	0.169	-0.634	-19.3	503	1.21	1455
Cn1c(=O)[nH]c(=O)c2c1nc(CN1CCN(c3cccc(Cl)c3)CC1)n2CCN1CCOCC1	1	3.7%	i	15.2	i	6.1	/	/	1.3	1.9	10.8	0.462	-0.141	0.297	-1.07	/	/	/	/
Cc1ccc(N=Nc2c(C)[nH]n(C(N)=S)c2=O)cc1	1.4	-12.5%	i	65.2	i	0.6	-3.5	1057	2.2	4.8	2.2	0.312	-0.00904	0.178	-0.84	-4.0	680	-0.88	1469
CC(C)NC(=O)c1ccccc1N(Cc1ccccc1)S(C)(=O)=O	1.1	-1.6%	i	11.4	i	1.2	/	/	2.3	1.7	9.5	0.144	-0.315	0.221	0.358	-8.6	790	-0.08	870
O=C(Nc1nc(-c2cccs2)c(-c2cccs2)s1)C1CCCC1	1.2	14.0%	/	/	i	0.4	0.3	1126	3.5	2.4	3.2	0.553	-0.242	0.461	-0.0551	54.5*	610*	-0.7	1314
CSc1ccc(C#N)cc1NC(=O)c1ccc(Cl)cc1	1.1	4.8%	i	58.7	i	0.8	2.5	1008	1.6	1.9	5.6	-0.318	-0.207	-0.602	0.753	8.6	686	-0.2	1589
COc1cc(/C=N/NC(=O)CC2(C)OCCCO2)ccc1OCc1ccccc1	1	10.8%	i	31.4	i	0.3	-0.9	1136	1.5	3.4	5.9	0.238	-0.161	0.148	-0.633	-3.7	550	-0.12	1275
COc1ccccc1NC(=O)c1nn(C)cc1Br	1.1	8.2%	i	35.9	i	1.1	0.4	1325	2.0	2.6	7.5	0.654	0.559	0.612	-1.56	/	/	0.49	1385
Cc1cc(C)c(O)c(-c2cc(C(=O)NCCc3ccc(S(N)(=O)=O)cc3)[nH]n2)c1	/	/	i	28.3	i	0.7	0.7	1275	/	/	/	-1.28	-0.231	0.0582	0.838	-15.4	808	-0.47	1108
COC(=O)c1sccc1NC(=S)Nc1cccc(F)c1	/	/	i	16.7	i	0.9	-1.3	1192	/	/	/	0.0909	-0.28	0.0211	0.667	0.9	713	-0.18	1485
O=C(C[N+]1(CC#Cc2ccccc2)CCCCC1)c1ccc(Cl)cc1	1.1	-16.5%	i	8.8	i	0.0	-2.2	1073	2.4	2.2	3.8	-0.616	-0.275	-0.31	-0.534	-40.4	644	0.27	1336
C=CCn1c(SCC(=O)NC23CC4CC(CC(C4)C2)C3)nc(O)cc1=O	1.1	6.6%	i	20.3	i	0.3	-2.9	1296	5.1	1.9	5.2	-0.871	-0.228	-0.278	0.896	6.9	796	0.57	1248
